E-sel inducer = E-selectin induction in HUVECs, primary screen, imaging, HUVEC, immunofluorescence imaging, single point | P16581 | normalized: neutral wells 0, TNF-alpha wells 100 | activation, % at 7.58 µM | actives 0.37% (n = 260,000) | AID 686992, 2013;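 active = mean E-selectin-positive cell signal at least 10% of the positive control, reached in at least 60% of replicates, without over 20% cell loss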;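 note: in these data hits start at about 27%; measured in HUVEC primary endothelial cells; signal is the percent of cells scored E-selectin positive by PE staining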
Target sequence (P16581 whole entry, looked up): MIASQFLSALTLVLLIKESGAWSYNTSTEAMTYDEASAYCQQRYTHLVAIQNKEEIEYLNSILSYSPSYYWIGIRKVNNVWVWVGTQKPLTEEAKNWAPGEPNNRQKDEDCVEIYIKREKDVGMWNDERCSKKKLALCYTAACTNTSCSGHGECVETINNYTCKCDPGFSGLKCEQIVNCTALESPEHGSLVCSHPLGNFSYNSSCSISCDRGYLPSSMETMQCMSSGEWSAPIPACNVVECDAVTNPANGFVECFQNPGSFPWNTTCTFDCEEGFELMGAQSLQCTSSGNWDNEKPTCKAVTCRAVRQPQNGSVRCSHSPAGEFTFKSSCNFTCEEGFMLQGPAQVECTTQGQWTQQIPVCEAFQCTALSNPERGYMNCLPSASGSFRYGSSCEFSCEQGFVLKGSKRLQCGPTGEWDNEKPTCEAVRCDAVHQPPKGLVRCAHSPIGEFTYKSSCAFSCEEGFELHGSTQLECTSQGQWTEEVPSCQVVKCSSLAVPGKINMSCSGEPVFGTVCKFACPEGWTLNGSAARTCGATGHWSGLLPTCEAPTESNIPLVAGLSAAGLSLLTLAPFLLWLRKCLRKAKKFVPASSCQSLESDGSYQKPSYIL
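Test system: HUVEC; input: 3,000 HUVEC/well; measured by: immunofluorescence imaging; read-out: % PE-positive cells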
ERp5 block = inhibitors of ERp5-driven insulin aggregation, primary screen, biochemical, turbidity, absorbance 650 nm, single point; Protein disulfide-isomerase A6 (Homo sapiens), Q15084; 90 min; inhibition, % at 9.99 µM; actives 0.05% (n = 350,000); AID 651711, 2012;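 active = mean replicate inhibition above about 25%, with every replicate also reaching it, limit read from the data, passing the limit was not always enough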
CASP6 VEID inh = human caspase-6 inhibitors, primary screen, biochemical, VEID-R110 fluorescence, single point, set 2 | P55212 | purified caspase-6, Z-VEID-R110 cleavage fluorescence | inhibition, % at 12.5 µM | actives 0.53% (n = 350,000) | AID 686996, 2013;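 active = mean inhibition across replicates at least about 35%, with every replicate also reaching that limit, limit read from the data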;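 note: 0% = median of neutral control wells and 100% = no fluorescence left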
RAD52 inh = RAD52 DNA annealing inhibitors, primary screen, biochemical, FRET, single point, set 2; DNA repair protein RAD52 homolog (Homo sapiens), P43351; recombinant RAD52 DNA annealing, FRET fluorescence; inhibition, % at 18.7 µM; actives 0.46% (n = 360,000);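 active = every replicate showing at least 50% inhibition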
Target sequence (P43351 whole entry, looked up): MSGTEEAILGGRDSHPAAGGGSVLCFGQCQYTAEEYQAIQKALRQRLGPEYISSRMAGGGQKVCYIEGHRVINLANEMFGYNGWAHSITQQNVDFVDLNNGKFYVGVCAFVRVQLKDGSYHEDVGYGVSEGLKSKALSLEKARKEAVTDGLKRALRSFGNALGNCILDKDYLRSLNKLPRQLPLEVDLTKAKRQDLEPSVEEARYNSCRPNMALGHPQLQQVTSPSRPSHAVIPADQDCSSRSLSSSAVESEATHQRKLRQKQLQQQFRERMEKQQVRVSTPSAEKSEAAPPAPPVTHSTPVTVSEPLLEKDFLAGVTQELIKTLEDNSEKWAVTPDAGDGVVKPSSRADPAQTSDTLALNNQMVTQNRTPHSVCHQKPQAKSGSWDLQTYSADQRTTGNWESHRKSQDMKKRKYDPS
esBAF inh = Bmi1 luciferase reporter increase in mESCs, primary screen, esBAF inhibitor project, mouse ES cells, Bmi1 luciferase knock-in, single point; reporter increase, % at 12.5 µM; actives 2% (n = 350,000); 24 h; 100% = twice the neutral-well signal; AID 602393, 2012; in the data active = activation above about 40%;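 note: 0% = median of the plate's neutral control wells and 100% = double that signal; a rise in the Bmi1 reporter signal indicates esBAF inhibition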
RAD54 inh = inhibitors of human RAD54 branch migration, primary screen, biochemical, fluorescence, single point; RAD54 Holliday junction branch migration, FAM/BHQ fluorescence; inhibition, % at 10.4 µM; actives 0.14% (n = 360,000); DNA repair and recombination protein RAD54-like (Homo sapiens), Q92698;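 active = mean normalized replicate activity at least 40 and at least half of replicates scoring 40 or more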;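 note: 0% = median of neutral control wells and 100% = median of positive control wells; inhibitors cause a drop in the FAM fluorescence signal; in these data hits start at about 50%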
PglD inh = C. jejuni PglD acetyltransferase inhibitors, primary screen, biochemical, DTNB colorimetric, single point; UDP-N-acetylbacillosamine N-acetyltransferase PglD (Campylobacter jejuni); purified PglD enzyme, DTNB colorimetric CoA detection; inhibition, % at 12.5 µM; actives 0.098% (n = 360,000); in the data active = inhibition above about 16%, passing the limit was not always enough; note: strong numbers were not always called active
ARNT TACC3 PPI = disruptors of ARNT/TACC3 protein interaction, primary screen, biochemical, AlphaScreen, single concentration. Transforming acidic coiled-coil-containing protein 3 (Homo sapiens), Q9Y6A5. actives 0.66% (n = 390,000). AlphaScreen His-ARNT PAS-B/GST-TACC3 binding, luminescence; TACC3 fragment carries E629A point mutation. inhibition, % at 9.99 µM. AID 623870, 2012;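 active = mean inhibition of replicates at least 50% and at least half of replicates each reaching 50%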;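 note: 0% = complete ARNT plus TACC3 wells and 100% = ARNT alone without TACC3; many hits fall short of the cut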
Numbers without * were called inactive; · = no result given; & = joins results of further samples.

SMILES	E-sel inducer	ERp5 block	CASP6 VEID inh	RAD52 inh	esBAF inh	RAD54 inh	PglD inh	ARNT TACC3 PPI
CC1(C(=O)Nc2ccc(Cl)cc2)Cc2c(-c3cccc(C(F)(F)F)c3)ccnc2O1 (centres undefined)	0.4	7	1	-10	-1	8	2	·
CC(CCc1ccccc1)NC(=S)NC1CCCCC1 (centres undefined)	0.1	2	1	2	·	·	·	-19
Cc1ccc(S(=O)(=O)C2(C(=O)Nc3ccc(F)cc3)CC2)cc1	·	·	·	·	-3	-34	-5	-4
COCCNC(=O)CSc1nc2nn(-c3ccccc3)c(=O)c-2c2n1CCCCC2	·	-1	3	-8	0	6	2	13
C[C@@H]1CCCCO[C@@H](CN(C)C(=O)C2CCCCC2)[C@@H](C)CN([C@H](C)CO)C(=O)c2cc(NC(=O)c3ccncc3)ccc2O1	1.7	-8	-4	3	-7	2	1	2
CC(C)(C)c1ccc(C(=O)NCCOc2ccccc2)cc1	-0.2	1	-2	-17	-43	4	0	-2
COc1cccc(-c2cnc3c(c2)C(=O)N([C@@H](C)CO)C[C@H](C)[C@H](CN(C)CC2CCOCC2)O3)c1	-0.2	-3	-3	2	-1	-8	2	-9
COc1ccc(/C=C(\C#N)C(=O)N2COCC2(C)C)cc1	0.0	-2	4	-18	11	·	·	8
O=C(c1ccc(-c2ccccc2)cc1)C1CCCN(Cc2ccncc2)C1 (centres undefined)	·	1	7	-37	4	0	4	7
COC(=O)Cc1cc(=O)[nH]c(/N=C(\N)Nc2ccc(C)cc2C)n1	·	·	·	·	-3	-4	-2	0
COc1ccccc1OCCNC(=O)CNC(=O)c1ccc2c(c1)OCO2	0.2	-8	2	-8	-2	5	0	8
CCCNC(=O)[C@H]1[C@H](CO)[C@H]2Cn3c(ccc(-c4cccnc4)c3=O)[C@H]2N1C(=O)c1ccccc1F	-0.2	-3	·	-3	3	-8	0	8
CO[C@H]1CC[C@@H]2CCN(C)C(=O)[C@H](C)[C@@H](OC)CN(C)C(=O)c3cc(C#N)ccc3OC[C@@H]1O2	-0.1	3	-172	9	-3	-14	-1	0
C[C@@H]1CN([C@@H](C)CO)C(=O)CCCn2cc(nn2)CO[C@H]1CN(C)S(=O)(=O)c1cn(C)cn1	0.2	2&-1	-1&3	-12&4	-1&6	-4&-5	0&-2	-1
Cc1c(C)c2c(C)nn(-c3ccccc3)c2[nH]c1=O	·	·	·	·	5	-1	-2	0
C[C@H](O)C#Cc1cnc2c(c1)C(=O)N([C@@H](C)CO)C[C@@H](C)[C@@H](CN(C)Cc1ccc(-c3ccccc3)cc1)O2	-0.6	0	0	12	-2	1	-1	1
O=C1/C(=C/c2ccccc2)SC(=S)N1CC(=O)N1CCCCC1c1cccnc1 (centres undefined)	·	0	2	-3	1	1	-8	18
O=C(CCNC(=O)C1CCN(S(=O)(=O)c2ccc(F)cc2)CC1)Nc1nccs1	-0.1	5	0	-11	-15	0	-2	11
CC(=O)Nc1ccc(-c2csc(NCc3ccccc3)n2)cc1	0.3	2	-1	-16	·	·	·	-1
CN(Cc1cn(-c2ccccc2)nc1-c1ccc(F)cc1)C(=O)CCC(=O)O	-0.2	4	-1	-13	·	·	·	-3
Cc1ccc(S(=O)(=O)NCC[C@H]2CC[C@H](NC(=O)c3cccc(F)c3)[C@H](CO)O2)cc1	-0.5	5	-1	-8	0	4	-1	-14
O=C(Nc1ccc2ccccc2c1)C(C1CC1)n1c(=O)c(-c2cc3ccccc3[nH]2)nc2ccccc21 (centres undefined)	1.0	1	-1	-33	·	·	·	·
O=C(Nc1ccc(-c2cn3ccsc3n2)cc1)C1CCCC1	·	·	·	·	21	14	3	-2
O=C(COC(=O)CCc1nc2ccccc2c(=O)[nH]1)Nc1ccccc1OC(F)F	4.0	0	1	-16	-2	2	1	·
Cc1cc(C)n(C(=O)CN2C(=O)COc3ccccc32)n1	·	·	·	·	4	3	0	7
Cc1ccc2c(C(=O)CN3CCCCC3)c(C)[nH]c2c1	0.1	2	2	-9	1	19	-2	2
CCC(=O)N1CCC2(CC1)CN(Cc1cccc(Cl)c1)[C@@H](CO)c1c2c2ccc(OC)cc2n1C	-0.1	10	-3	-143	·	·	·	·
C[C@@H]1CN([C@H](C)CO)S(=O)(=O)c2ccc(C3=CCCCC3)cc2O[C@H]1CN(C)C(=O)Cc1ccncc1	1.1	3	1	-22	0	-7	7	5
COc1ccc(Br)cc1CN(C)C(=O)c1ccccc1SCC(=O)N1CCCC1	-0.1	-22	4	4	-4	-2	-8	28
Cc1cc2ncn(C(=O)N3CCCC3)c2cc1C	·	·	·	·	9	1	5	-2
COc1cccc(Nc2ccc([N+](=O)[O-])c3nonc23)c1	·	0	0	-25	-12	-7	-2	8
O=C(CSc1nnc(Cc2ccccc2)o1)NCc1ccco1	·	3	5	-11	-10	-4	0	-4
CC(C)(C)Cc1nnc(NS(=O)(=O)c2ccccc2)s1	·	2	-2	-10	·	·	·	3
COc1ccccc1NC(=O)Nc1ccc2c(c1)C(=O)N(C)C[C@H](OC)[C@@H](C)CN[C@H](C)CO2	0.2	4	0	7	2	1	0	0
C[C@H]1CN([C@@H](C)CO)C(=O)c2cccc(NC(=O)CCCCCC(=O)Nc3ccccc3N)c2O[C@H]1CN(C)C(=O)Nc1cccc2ccccc12	-5.3	-4	0	-18	·	·	·	·
Cc1ccc(-n2ccc(=O)c(C(=O)Nc3ccc(S(=O)(=O)Nc4onc(C)c4C)cc3)n2)cc1	·	2	20	-3	1	-3	3	·
COc1cc(OC)cc(C(=O)NCC(=O)NC(C)c2ccccc2)c1 (centres undefined)	0.2	1	2	-4	-2	-3	2	1
O=[N+]([O-])c1ccc(NN=CCCc2ccccc2)nc1	-0.4	-5	-2	-33	3	-8	5	-6
Cc1cccc(CC2S/C(=N/N=C/c3ccco3)N(c3ccccc3)C2=O)c1 (centres undefined)	-2.3	-3	7	-20	·	·	·	1
Cc1nn2c(N3CCN(C4CCCC4)CC3)cc(C(C)(C)C)nc2c1-c1ccccc1	·	·	·	·	2	5	4	-4
O=C(CCS(=O)(=O)c1cccc2nonc12)NCCc1ccccc1Cl	·	·	·	·	-13	-9	-5	-1
CSc1nc(N2CCN(Cc3ccc4c(c3)OCO4)CC2)c2ccccc2n1	·	3	1	13	-4	8	4	12
CN(C(=O)COc1ccc(Br)cc1Cl)C1CCCCC1	-2.6	4	0	2	25	0	2	-2
C[C@@H]1CN([C@H](C)CO)C(=O)c2cccc(NC(=O)Nc3ccccc3)c2O[C@@H]1CN(C)S(=O)(=O)c1ccccc1	255*	-1	-1	4	3	-2	6	-3
COc1cccc(NC(=O)N[C@H]2CC[C@@H](CC(=O)NCc3ccccn3)O[C@@H]2CO)c1	-0.3	2	0	4	-1	0	-1	·
CC1CCN(S(=O)(=O)c2cccc(C(=O)N(Cc3ccccc3)c3ccccn3)c2)CC1	-1.3	3	5	-13	·	·	·	-2
O=C(O)CC1c2ccccc2S(=O)(=O)N1Cc1ccccc1 (centres undefined)	0.0	1	1	-7	-10	-5	-5	0
CSCCC(NC(=O)COc1ccccc1)C(=O)N1CCC(C(N)=O)CC1 (centres undefined)	·	0	-230	-18	-5	10	4	7
COc1ccc(C(=O)/C=C/NCc2ccc(F)cc2)cc1OC	·	-3	0	-145	·	-4	-9	3
CCCc1cc(=O)[nH]c(SCC(=O)NCCC2=CCCCC2)n1	3.3	5	12	-19	·	·	·	-14
Fc1cccc(CN2C[C@@H]3N[C@H](C2)C3c2ccc(-c3cncnc3)cc2)c1 (some centres undefined)	0.1&0.0	4&-1	-1&0	22&38	·	·	·	·
O=C(NCc1ccc2c(c1)OCO2)C1CC(c2ccc(Cl)c(Cl)c2)=NO1 (centres undefined)	·	·	·	·	-2	9	6	22
Cc1ccccc1-c1ccc([C@H]2[C@H]3CN(S(=O)(=O)Cc4ccccc4)CCCCN3[C@H]2CO)cc1	-0.2	4	-3	35	2	-12	-2	27
CC(=O)N(C)C[C@H]1Oc2ncc(-c3ccc(C#N)cc3)cc2C(=O)N([C@@H](C)CO)C[C@H]1C	0.3	2	-3	19	-8	4	-3	-16
O=C(Nc1ccc(Br)cc1)C1CCCN(C2=NS(=O)(=O)c3ccccc32)C1 (centres undefined)	·	1	-1	-20	1	3	4	·
CCC(=O)N(C)C[C@@H]1Oc2cc(-c3ccncc3)ccc2S(=O)(=O)N([C@H](C)CO)C[C@H]1C	0.0	-4	3	12	-4	-4	0	-4
N#C[C@H]1N[C@@H](CO)[C@H]1c1ccc(C#Cc2ccccc2F)cc1	-0.2	0	-1	22	32	-17	0	-9
COCC(=O)N(C)C[C@@H]1Oc2cc(C3=CCCCC3)ccc2S(=O)(=O)N([C@@H](C)CO)C[C@H]1C	0.0	1	1	-1	-2	-11	0	27
Fc1ccc(Cn2cccc2C2=NC(c3ccccc3)CO2)cc1 (centres undefined)	·	3	1	-4	·	·	·	24
Cc1ccccc1Nc1c([N+](=O)[O-])ccc2c1=NC1(CCCCC1)N=2	·	2	3	-11	9	0	-5	0

Complete entries from above. Values in the order: E-sel inducer, ERp5 block, CASP6 VEID inh, RAD52 inh, esBAF inh, RAD54 inh, PglD inh, ARNT TACC3 PPI
CSCCC(NC(=O)COc1ccccc1)C(=O)N1CCC(C(N)=O)CC1 (centres undefined) in the list: ·, 0, -230, -18, -5, 10, 4, 7
O=C(CCS(=O)(=O)c1cccc2nonc12)NCCc1ccccc1Cl in the list: ·, ·, ·, ·, -13, -9, -5, -1
Cc1ccccc1Nc1c([N+](=O)[O-])ccc2c1=NC1(CCCCC1)N=2 in the list: ·, 2, 3, -11, 9, 0, -5, 0

Next part
SMILES	E-sel inducer	ERp5 block	CASP6 VEID inh	RAD52 inh	esBAF inh	RAD54 inh	PglD inh	ARNT TACC3 PPI
O=S(=O)(/N=C(/Nc1ccc(Cl)c(S(=O)(=O)Nc2ccccc2Cl)c1)c1ccc(F)cc1)c1ccccc1	0.7	2&2	-1&0	-10&-4	·	·	·	10&-2
CN(C(=O)COC(=O)c1cc(-c2ccc(Cl)s2)nc2ccccc12)C1CCS(=O)(=O)C1 (centres undefined)	14	5	1	-13	·	·	·	2
CC(NC(=O)c1ccc(C(C)(C)C)cc1)C(c1cccs1)N1CCOCC1 (centres undefined)	·	2	2	7	9	2	2	3
COc1ccc(-n2c(SCC(=O)N3CCN(c4ccccc4)CC3)nc3c(c2=O)SCC3)cc1	-1.0	-1	1	-3	-2	-2	-1	·
COc1ccc(S(=O)(=O)CCC(=O)NCCc2ccc(Cl)cc2)cc1	·	-2	4	2	-7	6	-5	-14
N=c1nc(-c2ccccc2)ccn1O	·	·	·	·	-3	-3	5	-4
COCC(=O)Nc1ccc2c(c1)C(=O)N(C)[C@H]1CC[C@@H](CC(=O)NCC3CCCCC3)O[C@H]1CO2	0.0	-2	3	2	3	-5	6	-5
CCC(CC)c1nnc(NC(=O)c2ccc3c(c2)OCO3)s1	-0.1	-2	2	-8	58*	6	2	-13
OC[C@H]1[C@@H](c2ccc(C#CC3(O)CCCC3)cc2)[C@H]2CN(Cc3cccnc3)CCCCN21	-0.5	-5	-1	5	·	0	0	2
O=C(Nc1ncc(Cc2cccc(Cl)c2)s1)c1cccs1	·	·	·	·	47*	6	6	-21
O=C(COC(=O)c1ccc[nH]c1=O)NC1CCCCCCC1	1.5	3	-3	-19	·	·	·	-4

A second format for two compounds above:
molecule,E-sel inducer,ERp5 block,CASP6 VEID inh,RAD52 inh,esBAF inh,RAD54 inh,PglD inh,ARNT TACC3 PPI
COc1ccc(-n2c(SCC(=O)N3CCN(c4ccccc4)CC3)nc3c(c2=O)SCC3)cc1,-1.0,-1,1,-3,-2,-2,-1,·
O=C(COC(=O)c1ccc[nH]c1=O)NC1CCCCCCC1,1.5,3,-3,-19,·,·,·,-4
